# Bioassay records as filed in PubChem.
# HKDC1 inhibitor: HKDC1 (human) hexokinase inhibition; Q2TB90; recombinant HKDC1, G6PDH/diaphorase resazurin coupled fluorescence; inhibition, % at 20 µM; 340,000 tested, 0.16% active;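 active means inhibition above about 35% when tested at 20 µM, limit read from the data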;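 further: plate controls were DMSO wells with enzyme for no effect and DMSO wells lacking enzyme for full effect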
#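 Test system: HK5 enzyme. Quantity: 5 µg/mL HK5 final. Reagent: glucose and ATP substrates. Schedule: 90 min reaction incubation at room temperature, dark. Technique: resazurin-to-resorufin fluorescence via G6PDH and diaphorase coupling, 525/613 nm. Control set: DMSO wells with and without enzyme mix.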
# SENP7 block: blocks the human protease SENP7. inhibition, % at 5 µM. Q9BQF6. recombinant SENP7, Z-RLRGG-aminoluciferin luminescence, 40 min. 330,000 tested, 1.5% active;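 active means inhibition above about 50% at the single test dose, limit read from the data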;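 further: plate controls were DMSO with enzyme for no effect and no enzyme buffer wells for full effect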
# Target sequence (Q9BQF6 706-1050 limits assumed): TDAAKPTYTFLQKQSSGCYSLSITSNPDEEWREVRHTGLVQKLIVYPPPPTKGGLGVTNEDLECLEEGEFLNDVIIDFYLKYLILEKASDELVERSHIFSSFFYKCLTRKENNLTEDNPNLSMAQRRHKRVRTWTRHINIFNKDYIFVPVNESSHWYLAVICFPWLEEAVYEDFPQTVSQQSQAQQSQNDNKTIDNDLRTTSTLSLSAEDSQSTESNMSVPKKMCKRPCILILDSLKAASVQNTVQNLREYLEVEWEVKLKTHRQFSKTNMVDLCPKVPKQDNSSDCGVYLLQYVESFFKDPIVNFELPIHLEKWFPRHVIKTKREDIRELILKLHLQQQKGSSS
# PfGluPho inh: PfG6PD (Plasmodium falciparum) enzyme inhibition; PfGluPho enzyme, NADPH resazurin-diaphorase fluorescence; inhibition, % at 20 µM; 350,000 tested, 0.78% active;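 active means inhibition reaching at least a set limit at 20 µM in the primary screen, cut at about 59% in these data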;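 further: 0% = DMSO wells with substrate and 100% = DMSO wells lacking glucose-6-phosphate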
# SENP8 block-1: inhibitors of human SENP8 protease; 360,000 tested, 0.64% active; inhibition, % at 20 µM; recombinant SENP8, Nedd8 substrate fluorescence; AID 602440; in the data active means inhibition mostly above about 40%, no sharp cut-off; inactive means mostly below about 27%
# NLRP3 yeast inh: blocks the NALP3 inflammasome reconstituted in yeast; Yeast reconstituted NLRP3/ASC/caspase-1, beta-gal luminescence, 24 h; inhibition, % at 10 µM; 330,000 tested, 0.39% active; AID 2825;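 active means inhibition of 50% or more; inactive means inhibition below 50%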;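 further: plate controls were induced DMSO wells for no effect and uninduced yeast grown without galactose for full effect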
# SENP1 inh: blocks the human SENP1 SUMO protease catalytic domain | inhibition, % at 10 µM | Q9P0U3 | recombinant SENP1 catalytic domain, CyPet-SUMO1-YPet FRET cleavage | 360,000 tested, 0.21% active | AID 624204;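 active means inhibition at least 30% at 10 µM, raw YFP signal under a set limit, fluorescence ratio 0.5 to 1.5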;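 further: 0% = enzyme with DMSO and 100% = no enzyme wells; some results filed as inactive read as strong as hits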
# Target sequence (Q9P0U3 419-644 limits assumed): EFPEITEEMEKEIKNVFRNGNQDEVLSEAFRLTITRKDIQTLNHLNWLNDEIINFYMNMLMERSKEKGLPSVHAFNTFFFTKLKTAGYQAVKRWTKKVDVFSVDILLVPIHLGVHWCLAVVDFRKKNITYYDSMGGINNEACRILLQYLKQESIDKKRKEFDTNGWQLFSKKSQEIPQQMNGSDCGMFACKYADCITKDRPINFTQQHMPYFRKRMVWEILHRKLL
#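 Material: hSENP1 catalytic domain, recombinant; medium: Tris pH 8 with BME, BSA, NP40 and catalase; compound: single concentration of 10 µM compound, 0.5% DMSO final; technique: FRET read of cyan and yellow fluorescence; timing: 50 min enzyme reaction, room temperature, light-protected; reagent: SFCypet-SUMO1-SFYpet substrate at 25 nM; control set: no-enzyme low, enzyme-DMSO high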
# Apaf1 inhib: inhibitors of human Apaf-1 apoptosome. O14727. reconstituted apoptosome caspase-3 activity, DEVD-Rh110 fluorescence. inhibition, % at 20 µM. 330,000 tested, 0.71% active; active means inhibition of at least 40% at 20 µM;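 further: plate controls were DMSO wells for no effect and DEVD-CHO caspase inhibitor wells for full effect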
#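 System: reconstituted apoptosome with Apaf-1, cytochrome c, caspase-9, procaspase-3, dATP; Signal: Rh110 fluorescence intensity; Schedule: 30 min compound preincubation, 50 min activation, room temperature; Reagent: cytochrome c trigger plus (Z-DEVD)2-Rh110 caspase-3 substrate.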
# SENP8 block-2: SENP8 protease inhibition; Q96LD8; purified SENP8, Z-RLRGG-aminoluciferin cleavage, luminescence; inhibition, % at 10 µM; 330,000 tested, 1.2% active; AID 2540; in the data active means inhibition above about 50%
# SENP6 inh: blocks the human protease SENP6; Q9GZR1; Recombinant SENP6 catalytic domain, aminoluciferin luminescence; inhibition, % at 10 µM; 330,000 tested, 1.8% active; AID 2599;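 active means inhibition above about 50% at the single tested dose, limit read from the data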;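 further: plate controls were DMSO wells with enzyme for no effect and DMSO wells lacking enzyme for full effect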
# Target sequence (Q9GZR1 628-1112 limits assumed): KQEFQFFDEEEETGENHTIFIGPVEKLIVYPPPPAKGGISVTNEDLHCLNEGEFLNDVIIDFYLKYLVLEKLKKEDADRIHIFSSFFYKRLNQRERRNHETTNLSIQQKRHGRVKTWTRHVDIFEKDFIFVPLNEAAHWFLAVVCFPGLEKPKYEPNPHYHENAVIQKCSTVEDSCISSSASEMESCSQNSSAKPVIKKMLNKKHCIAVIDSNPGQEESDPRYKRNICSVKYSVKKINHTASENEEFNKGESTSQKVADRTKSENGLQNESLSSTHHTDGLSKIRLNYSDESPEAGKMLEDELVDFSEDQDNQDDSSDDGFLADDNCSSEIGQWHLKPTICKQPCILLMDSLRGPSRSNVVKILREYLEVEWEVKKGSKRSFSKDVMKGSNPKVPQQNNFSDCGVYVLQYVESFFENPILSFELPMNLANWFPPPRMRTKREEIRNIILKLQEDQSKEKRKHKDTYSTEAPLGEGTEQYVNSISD
# The depositor's hits bear a star; / = not tested or not shown.
SMILES	HKDC1 inhibitor	SENP7 block	PfGluPho inh	SENP8 block-1	NLRP3 yeast inh	SENP1 inh	Apaf1 inhib	SENP8 block-2	SENP6 inh
COC(=O)NNC(=O)COc1ccc2ccccc2c1Br	-1	5	16	9	10	-5	5	-3	7
CCOc1cc(N2CCOCC2)c(OCC)cc1NC(=O)C1=COCCO1	-1	-10	17	3	1	2	-1	-5	-11
c1ccc2c(-c3nn[nH]n3)cccc2c1	-3	5	-3	8	8	0	-13	11	3
Cc1cccc(NC(=O)CSCC(=O)N(C)Cc2ccc(Cl)c(Cl)c2)c1	4	-12	30	5	12	1	63*	-6	-1
O=C1NC(=O)C(CC(=O)N(Cc2cccs2)C2(C(=O)NC3CCCCC3)CCCCC2)N1 (stereo not drawn)	-5	3	-14	7	7	-1	3	-2	5
O=S(=O)(NCCc1cn2ccccc2n1)c1ccc(-c2ccccc2)cc1	-6	-4	12	-10	15	0	16	2	-7
O=C(NC(=O)c1c(F)cccc1F)O/N=C1\CCCc2occc21	-2	11	-5	15	-32	1	-16	-1	-21
CCS(=O)(=O)Nc1ccc(C2=NN(C(=O)c3ccco3)C(c3cccc(F)c3)C2)cc1 (stereo not drawn)	-4	-1	23	-93	3	-3	3	-8	2
COc1ccc(C(=O)c2cnc(/N=C/N(C)C)s2)cc1	-5	-10	-11	-265	-1	-33	9	-5	3
COc1ccc(NC(=O)c2cccnc2Cl)c(S(=O)(=O)N2CCOCC2)c1	15	13	-9	4	17	1	1	6	-1
CCCn1c(CC)nc([N+](=O)[O-])c1S(=O)(=O)c1ccccc1	23	5	13	29	-16	1	8	3	1
CC(C)(C)OC(=O)NCCCCCc1nnc(SCc2ccc(F)cc2)o1	-4	6	14	7	31	3	-2	2	6
CCCCOP(=O)(OCCCC)C(Nc1ccccc1)c1ccc2c(c1)OCO2 (stereo not drawn)	3	/	14	1	/	-1	/	/	/
Cc1[nH]c(SCC(=O)Nc2cc(S(C)(=O)=O)ccc2Cl)nc1Cc1ccccc1	-2	-13	16	-3	15	-1	15	-16	-15
COCCCNC(=O)c1c(NC(=O)C2COc3ccccc3O2)sc2c1CCCC2 (stereo not drawn)	-2	1	-1	-26	16	1	15	-2	-14
O=C(COc1ccccc1Cl)NCc1ccccc1	-5	-6	-3	22	15	0	7	-4	10
CN(C(=O)COc1ccccc1)C1CCS(=O)(=O)C1 (stereo not drawn)	-13	5	-15	17	2	1	0	-1	-11
Nn1c(C2COc3ccccc3O2)n[nH]c1=S (stereo not drawn)	9	3	38	27	9	1	-9	1	0
CCC(c1nnc(SCC(=O)N2CC(=O)Nc3ccccc32)n1Cc1ccccc1)N(C)C (stereo not drawn)	-5	-2	11	7	4	0	3	-4	-1
CCN(CC)C(=S)Nc1ccc2nc3n(c(=O)c2c1)CCCCC3	-2	6	5	-240	18	1	0	0	-11
CC(Oc1ccccc1)C(=O)NNC(=O)c1cccs1 (stereo not drawn)	-4	1	-5	6	14	2	0	-5	-8
Cc1cc(NC(=O)c2ccc(Cl)c([N+](=O)[O-])c2)no1	1	5	-3	11	10	1	-10	-5	-14
COc1ccc(C(=O)Nc2cccnc2)cc1S(=O)(=O)N1CCOCC1	-2	-6	-10	19	-6	0	1	-14	-2
CCC(C)NC(=O)CCCCCn1c(=O)[nH]c2cc(OC)c(OC)cc2c1=O (stereo not drawn)	0	-2	-37	-86	11	2	-3	-2	-4
COc1ccc2nc(SC(C)C(=O)NC3CCCC3)[nH]c2c1 (stereo not drawn)	-7	7	18	4	7	1	2	-6	-6

# Compound profiles (already shown):
# Listed for `c1ccc2c(-c3nn[nH]n3)cccc2c1` : HKDC1 inhibitor: -3; SENP7 block: 5; PfGluPho inh: -3; SENP8 block-1: 8; NLRP3 yeast inh: 8; SENP1 inh: 0; Apaf1 inhib: -13; SENP8 block-2: 11; SENP6 inh: 3
# Listed for `Cc1cccc(NC(=O)CSCC(=O)N(C)Cc2ccc(Cl)c(Cl)c2)c1` : HKDC1 inhibitor: 4; SENP7 block: -12; PfGluPho inh: 30; SENP8 block-1: 5; NLRP3 yeast inh: 12; SENP1 inh: 1; Apaf1 inhib: 63*; SENP8 block-2: -6; SENP6 inh: -1

# Next part:
SMILES	HKDC1 inhibitor	SENP7 block	PfGluPho inh	SENP8 block-1	NLRP3 yeast inh	SENP1 inh	Apaf1 inhib	SENP8 block-2	SENP6 inh
CC(=O)c1sc2nc(SCC(=O)NCCc3ccccc3)[nH]c(=O)c2c1C	3	1	-17	-396	19	-5	-4	-4	5
COc1ccc(-c2nnc3ccc(SCC(=O)N4CCN(c5ccccc5)CC4)nn23)cc1	2	/	57	-10	/	0	/	/	/
Cc1ccc(CN2CCN(CC(=O)N/N=C/c3ccccc3F)CC2)cc1	-2	5	1	16	8	3	1	30	55*
CCOc1ccc(/C=C/C(=O)C(C(N)=O)=C2SCCS2)cc1	7	11	-14	11	7	-27	-7	-2	-7
COc1cc(C2Nc3cccc4cccc(c34)N2)cc(OC)c1OC(C)=O	11	8	12	29	20	14	41*	16	18
O=C(Cn1cccc(C(F)(F)F)c1=O)c1ccc(Cl)cc1	-4	-10	1	7	11	2	-3	-12	-11
Cc1cc(C)c[n+](-c2nc3ccccc3nc2[N-]S(=O)(=O)c2ccc(Br)s2)c1	-10	0	-2	0	8	-25	-8	-1	-2
COc1cc(C(=O)N2CCN(C(=O)c3cccc4ccccc34)CC2)cc(OC)c1OC	2	4	-12	0	15	0	-8	2	-28
CC1(C)C(=O)Nc2ccccc2N1C(=O)COc1cccnc1[N+](=O)[O-]	-6	6	7	14	11	2	-9	0	-13
CCOC(=O)CN(C(=O)CNC(=O)c1cccs1)C(C(=O)NC1CCCCC1)c1cccs1 (stereo not drawn)	-2	2	-6	8	9	2	1	8	5
Cc1sc(NC(=O)CSc2nnc(COc3ccccc3)n2C)c(C#N)c1C	-5	-6	-3	-1	-5	-2	10	-13	10
CCCN(CC(=O)Nc1ccccc1C)C(=O)c1sc2ccccc2c1Cl	-4	2	4	6	13	0	61*	5	4
COc1cc(O)c(C(CC(=O)N2CCN(c3ccccc3)CC2)c2ccc3c(c2)OCO3)c(OC)c1 (stereo not drawn)	-4	-6	6	8	-1	0	14	-13	-15
COc1ccc(-c2cn3cccnc3n2)cc1NS(=O)(=O)c1ccccc1	-6	13	19	-375	6	0	-19	-3	-5
COc1ccc(/C=N/NC(=O)c2cc(-c3ccccc3)nc3ccccc23)cc1O	1	0	17	7	3	2	16	1	5
O=C(/C=C/c1ccc(S(=O)(=O)N2CCOCC2)cc1)Nc1ccc(F)c(F)c1F	1	-7	6	-64	9	-1	1	1	5
COC(=O)C1=C(C)NC(C)=C(C(=O)OC)C1c1ccco1	-3	3	-22	-158	11	-2	-21	6	-5
O=C(COc1ccc([N+](=O)[O-])cc1)Nc1nc(-c2ccccn2)cs1	-2	-2	14	-12	27	8	-2	4	-9
CC(C)Cn1c(N)c(C(=O)CSc2nc3ncc(Cl)cc3[nH]2)c(=O)n(C)c1=O	4	1	6	-19	-2	-9	16	7	5
COCCCN(C(C)=O)c1nc(-c2ccc(OC)cc2)cs1	0	3	10	3	35	1	13	3	-30
CCOC(=O)c1sc(N2C(=O)C(O)=C(C(=O)c3ccco3)C2c2cccc(Cl)c2)nc1C (stereo not drawn)	/	-1	/	-64	-4	-55	17	13	17
COc1cc(CN2CCN(c3ncccn3)CC2)cc(OC)c1	-4	-4	-17	5	22	1	-6	11	6
O=C1[C@@H]2CSCN2C(=O)CN1Cc1ccc(F)cc1	-1	10	6	10	11	2	-5	0	-6
O=C(CSc1nnc(-c2cccnc2)n1Cc1ccccc1)NCc1ccco1	-10	1	7	0	-3	-3	-15	-1	-3
Cc1[nH]c(-c2ccc3c(c2)OCO3)nc1C(=O)O	-4	-3	25	-35	2	0	-2	0	12
O=C(NNC(=O)c1ccccc1-c1ccccc1C(=O)O)c1ccccc1	-11	1	-11	1	-5	1	-7	3	-1
C(=NOCc1ccccc1)c1ccncc1	-4	/	-6	12	/	1	/	/	/
CC(C)(C)Nc1cccccc1=O	7	2	23	20	-2	0	10	-12	-20
CCOC(=O)C1C(c2ccc(OC)cc2)N(C)OC1(O)C(F)(F)F (stereo not drawn)	-4	4	8	7	-3	2	-6	8	4
CCN1C(=O)C(CC(=O)Nc2ccc(F)cc2)N(CCc2ccc(OC)cc2)C1=S (stereo not drawn)	-5	-1	2	16	13	-1	23	-6	6
CCOC(=O)/C(=N\Nc1ccccc1Cl)N1CCN(C)CC1	-7	-9	-8	11	6	2	2	-6	-5
CC(C)(O)C#Cc1ccc(CN2CCCC(CNC(=O)c3ccco3)C2)cc1 (stereo not drawn)	-5	1	-5	6	-7	-1	-2	10	12
CCN1C(c2ccccc2)=C(c2ccccc2)S/C1=C\C=C1/SC(=S)N(C)C1=O	4	2	11	19	-76	2	1	9	-10
Cc1ccccc1OCC(=O)Nc1ccccc1NC(=O)c1ccco1	0	0	3	3	12	1	4	2	1
Cc1cc(C)cc(NC(=O)CN2CCN(c3ccccc3)CC2)c1	0	-9	5	21	13	0	17	-4	5
COc1cc(C)c(NC(=O)COc2ccc3c(c2)CCC3)cc1OC	1	-7	-13	24	12	4	-284	-4	-10
COc1ccc(-c2nc(CN3CCCCC3c3cccnc3)c(C)o2)c(F)c1 (stereo not drawn)	-4	9	-8	-15	8	-15	4	3	6
COc1ccc(N=[N+]([O-])c2ccc(OC)cc2)cc1	-5	/	9	41*	/	4	/	/	/
CC1=CC=CC2=N/C(=N\S(=O)(=O)c3ccc(F)cc3F)c3ccccc3CN12	0	4	10	-53	5	2	13	-9	-10
N#Cc1cc(S(=O)(=O)N2CCOCC2)ccc1N1CCOCC1	-2	-4	-9	-212	2	3	-8	-16	-13
Cc1ccc(S(=O)(=O)OCCC2=CC(=O)CCN2Cc2ccccc2)cc1	3	5	5	-5	13	-15	17	4	-3
Cc1nc(C)c(-c2csc(Nc3ccc(S(N)(=O)=O)cc3)n2)s1	5	-1	39	-21	6	1	-2	-4	33
CC(=O)NC1(C(F)(F)F)NC(=O)N(CCc2ccccc2)C1=O (stereo not drawn)	-9	-3	-3	14	13	2	1	1	-40
CCN(CC(=O)Nc1c(F)cccc1F)C(=O)CSc1nc(C)cc(C)n1	-8	-2	-6	-4	15	1	4	-1	-14
Cc1c(C(c2cccc(Br)c2)c2c(C)n(C)n(-c3ccccc3)c2=O)c(=O)n(-c2ccccc2)n1C	1	1	6	7	12	0	-6	1	6
OC[C@H]1O[C@H](OCc2ccccc2)[C@H](O[C@@H]2OC[C@@H](O)[C@H](O)[C@H]2O)[C@@H](O)[C@@H]1O	-4	-4	-2	42*	11	0	-7	-4	-6
